Assay outcomes as filed in PubChem BioAssay.
GSIS activator: primary screen for activators of insulin secretion dependent on glucose, INS-1E cells, GLuc reporter luminescence; INS-1E GLuc reporter insulin secretion, 2-3 h; activation, % at 16.6 µM; 0.61% of 370,000 active; AID 743287;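 active = lowest replicate activation of at least 40%, so every replicate reaches that level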;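 also: 0% = median of neutral control wells and 100% = median of IBMX positive control wells; some compounds called inactive have numbers as strong as hits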
Xi reactivation: reactivates the inactive X chromosome in mouse fibroblasts; AID 743238; activation, % at 7.58 µM; 0.055% of 360,000 active; XiGFP mouse fibroblasts, % GFP-positive cells imaging, 3 d; cells co-treated with 5-aza-dC sensitizer; scaled so ellipticine positive control = 100%;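 active = mean normalized replicate activation at least 10% and every replicate at or above 10%; inconclusive = only one of the two criteria met; inactive = mean below 10% and not all replicates reach 10%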;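 also: 0% = median of on-plate neutral control wells and 100% = ellipticine 6 µM median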
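System: 68-5-11 XiGFP fibroblast line; Timing: 3 days compound exposure; Compound dosing: one concentration, pinned; Benchmarks: positive control ellipticine, 6 µM final; Buffer or medium: DMEM containing 5-aza-dC.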
ARNT TACC3 PPI: ARNT/TACC3 interaction disruption. AID 623870. inhibition, % at 9.99 µM. AlphaScreen His-ARNT PAS-B/GST-TACC3 binding, luminescence; TACC3 fragment carries E629A point mutation. Q9Y6A5. 0.66% of 390,000 active;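 active = mean inhibition of replicates at least 50% and at least half of replicates each reaching 50%; inconclusive = half or more replicates reach 50% but mean below 50%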;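 also: 0% = complete ARNT plus TACC3 wells and 100% = ARNT alone without TACC3; many hits fall short of the cut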
PAX8 reporter: lowers PAX8-driven luciferase in RMG-I cells. RMG-I TPO-luciferase reporter, SteadyGlo, 24 h. AID 652154. inhibition, % at 12.6 µM. 1.2% of 360,000 active;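 active = mean replicate inhibition at least 60% with every replicate also reaching 60%; inconclusive = only one of the two criteria is met; inactive = mean below 60% and not all replicates reaching 60%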;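 also: luciferase light reporting Pax8 driven TPO promoter activity; plate controls were median of neutral control wells for no effect and mitoxantrone controls for full effect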
EWS-Fli block: inhibitors of EWS/Fli oncoprotein transcriptional activity | inhibition, % at 12.6 µM | 0.67% of 350,000 active | AID 651661 | A673 NR0B1-luciferase reporter, viability-normalised;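 active = mean inhibition of at least 50% after viability correction, with every replicate also passing that limit; inconclusive = mean reaches 50% but only one of two replicates passes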;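 also: firefly luciferase signal divided by Alamar Blue viability fluorescence both relative to DMSO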
CFTR F508del cor: correctors of CFTR F508del function in bronchial epithelial cells; activity (quench increase), % at 7.58 µM; CFBE cells, YFP halide quenching; stimulated with forskolin plus potentiator P3; % fluorescence drop versus neutral controls; AID 720511; 0.36% of 350,000 active;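 active = mean added fluorescence quench of at least 8% versus neutral control, with both replicates also reaching 8%; inconclusive = only one of the mean or replicate conditions met; inactive = mean below 8% and not both replicates reaching 8%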;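 also: cells transiently co-express mutant CFTR-F508del with the halide-sensitive YFP; corrector assay measuring rescue of mutant channel to the surface after 24 h compound exposure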
ERp5 inh: inhibitors of human ERp5; Q15084; 0.05% of 350,000 active; AID 651711; ERp5 insulin aggregation, absorbance 650 nm, 90 min; inhibition, % at 9.99 µM;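 active = mean replicate inhibition above about 25%, with every replicate also reaching it, limit read from the data, passing the limit was not always enough; inconclusive = only one of those two criteria met; inactive = neither criterion met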
Target sequence (Q15084 whole entry, looked up): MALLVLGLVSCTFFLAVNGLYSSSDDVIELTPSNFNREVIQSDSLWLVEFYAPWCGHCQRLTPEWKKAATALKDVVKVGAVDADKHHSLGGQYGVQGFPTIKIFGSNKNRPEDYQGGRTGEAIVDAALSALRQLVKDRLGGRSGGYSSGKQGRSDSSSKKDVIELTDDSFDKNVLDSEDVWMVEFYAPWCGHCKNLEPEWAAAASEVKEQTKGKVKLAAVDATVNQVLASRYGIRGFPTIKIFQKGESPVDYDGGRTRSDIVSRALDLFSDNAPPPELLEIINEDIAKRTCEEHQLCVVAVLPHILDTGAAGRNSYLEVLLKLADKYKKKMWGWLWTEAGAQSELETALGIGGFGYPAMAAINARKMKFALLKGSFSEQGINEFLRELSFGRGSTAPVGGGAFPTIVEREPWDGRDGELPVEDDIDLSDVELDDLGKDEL
DENV2 CPE rescue: DENV2-induced cell death inhibition. DENV2-infected cells, cytopathic effect rescue, plate reader. CPE inhibition, % at 9.99 µM. 1.7% of 350,000 active. AID 651640; in the data active = CPE inhibition above about 20%, passing the limit was not always enough; inconclusive = no clear call, values can overlap the other calls; tested in BHK-21 cells;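 also: 0% = median of neutral control wells and 100% = median of positive control wells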
Starred values were filed as active, the others as inactive; ? = inconclusive; · = no result given; & = joins results of further samples; ! = repeats disagree.

SMILES	GSIS activator	Xi reactivation	ARNT TACC3 PPI	PAX8 reporter	EWS-Fli block	CFTR F508del cor	ERp5 inh	DENV2 CPE rescue
Cc1ccc(C)c(OC2=NS(=O)(=O)c3ccccc32)c1	3	0.0	3	1	-3	-2.7	0	·
C[C@@H](NC(=O)C[C@H]1CC[C@@H]2[C@H](COC[C@H](O)CN2C(=O)Nc2cc(Cl)cc(Cl)c2)O1)c1ccccc1	-15	0.0	7	8	7	0.5	-13	3
CNC[C@H]1Oc2cc(-c3ccc(C#N)cc3)ccc2S(=O)(=O)N([C@H](C)CO)C[C@@H]1C	4	-0.2	·	0	11	2.1	2	2
O=C(C1CC(=O)N(C2CCCC2)C1)N1CCN(c2ccc(F)cc2)CC1 (stereo not drawn)	-9	0.0	-5	-1	-2	-3.4	-2	6
Cc1ccc(NC(=O)COC(=O)CCc2nc3ccccc3c(=O)[nH]2)cc1Cl	1	0.0	-5	-11	6	0.4	0	1
COc1ccccc1NS(=O)(=O)c1cccc(NC(=O)c2ccc3ccccc3n2)c1	-5	0.0	0	6	-26	-2.3	-1	5
CCN(CC)S(=O)(=O)c1cc(NC(=O)Cn2ncc(Cl)c(Cl)c2=O)ccc1C	-4	-0.1	-4	93*	47	-6.1	3	-6
CCN(CC)C(=O)CC(c1ccc(OC)cc1)c1c(O)cc(OC)cc1OC (stereo not drawn)	-5	0.0	2	-20	-5	-0.4	-1	-11
Cc1ccc(C)c(NC(=O)CCc2nnc3ccc(N4CCCC4)nn23)c1	-3	0.1	-18	14	·	3.7	5	7
Cc1cc(NC(=O)C(C)SCC(=O)Nc2ccc(Br)cc2Br)no1 (stereo not drawn)	-15	-0.1	0	3	-14	0.4	-12	-6
CC(C)NC(=O)N(C)C[C@@H]1Oc2c(NC(=O)Nc3cccc4ccccc34)cccc2C(=O)N([C@H](C)CO)C[C@H]1C	12	0.7	4	17	11	0.1	1	18
O=S(=O)(NC1CCCCC1Nc1ccc(Cl)cc1)c1ccccc1 (stereo not drawn)	-20	0.0	-9	9	10	·	5	-5
CN(C1(C)CCS(=O)(=O)C1)S(=O)(=O)c1ccc(F)cc1 (stereo not drawn)	-3	0.3	6	1	-4	0.2	-4	-1
COc1ccc(C(=O)NCCCN2CCOCC2)cc1Br	-4	0.0	-20	16	-13	-1.9	2	9
CCOC(=O)CSc1nc(=O)n2cccc(C)c2n1	20	0.0	·	22	-1	-1.8	-6	·
CC1(C)C(CC2OCC(CN3CCCCC3)O2)[C@H]2CC[C@@H]1C2 (stereo partly drawn)	·	-0.1	-4	-17	6	-4.5	·	15
O=C(N/N=C/c1cccc(F)c1)c1ccc(Cl)cc1	5	0.0	0	-190	-124	-4.3	-10	-1
O=C(CCN1C(=O)C2CCCCC2C1=O)Nc1cc(F)ccc1F (stereo not drawn)	4	-0.1	1	12	·	-2.0	-5	-5
Clc1ccc(N2CCN(Cc3c[nH]c4ncccc34)CC2)cc1	-17	-0.3	17	7	11	-16	-6	0
CCCNC(=O)N1C[C@H](C)[C@H](OC)CN(C)C(=O)c2cc(NS(=O)(=O)CC(F)(F)F)ccc2OC[C@@H]1C	20	0.4	-5	6	6	-1.5	3	1

In another format: 6 of the compounds above
Value order: GSIS activator | Xi reactivation | ARNT TACC3 PPI | PAX8 reporter | EWS-Fli block | CFTR F508del cor | ERp5 inh | DENV2 CPE rescue
CNC[C@H]1Oc2cc(-c3ccc(C#N)cc3)ccc2S(=O)(=O)N([C@H](C)CO)C[C@@H]1C
 : 4 | -0.2 | · | 0 | 11 | 2.1 | 2 | 2
O=C(C1CC(=O)N(C2CCCC2)C1)N1CCN(c2ccc(F)cc2)CC1 (stereo not drawn)
 : -9 | 0.0 | -5 | -1 | -2 | -3.4 | -2 | 6
Cc1ccc(NC(=O)COC(=O)CCc2nc3ccccc3c(=O)[nH]2)cc1Cl
 : 1 | 0.0 | -5 | -11 | 6 | 0.4 | 0 | 1
COc1ccccc1NS(=O)(=O)c1cccc(NC(=O)c2ccc3ccccc3n2)c1
 : -5 | 0.0 | 0 | 6 | -26 | -2.3 | -1 | 5
CCN(CC)S(=O)(=O)c1cc(NC(=O)Cn2ncc(Cl)c(Cl)c2=O)ccc1C
 : -4 | -0.1 | -4 | 93* | 47 | -6.1 | 3 | -6
CCN(CC)C(=O)CC(c1ccc(OC)cc1)c1c(O)cc(OC)cc1OC (stereo not drawn)
 : -5 | 0.0 | 2 | -20 | -5 | -0.4 | -1 | -11

The results go on:
SMILES	GSIS activator	Xi reactivation	ARNT TACC3 PPI	PAX8 reporter	EWS-Fli block	CFTR F508del cor	ERp5 inh	DENV2 CPE rescue
CC(C)C(NC(=O)c1ccccc1F)C(=O)NCc1ccc(F)cc1 (stereo not drawn)	-3	0.4	-15	-9	-2	2.5	3	-1
Cc1noc(C)c1NC(=O)Nc1ccc2c(c1)C(=O)N([C@H](C)CO)C[C@H](C)[C@H](CN(C)S(C)(=O)=O)OCCCC[C@H](C)O2	13	0.0	-6	·	-14	0.7	-5	-6
C[C@@H]1CN([C@H](C)CO)C(=O)c2cc(C#CC3CCCCC3)cnc2O[C@@H]1CN(C)C(=O)Nc1ccccc1	-10	-0.3	10	-2	-6	-2.3	-1	2
CC(C)NC(=O)N(C)C[C@H]1Oc2ccc(NC(=O)Nc3ccc4c(c3)OCO4)cc2C(=O)N([C@@H](C)CO)C[C@H]1C	18	0.4	3	·	-10	3.1	-1	0
CS(=O)(=O)c1ccc(N2CCOCC2)c(S(C)(=O)=O)c1	4	·	-9	·	-8	-0.8	-12	-1
C[C@@H]1CCCCO[C@@H](CN(C)CC2CCCCC2)[C@@H](C)CN([C@@H](C)CO)C(=O)c2cc(NC(=O)Nc3ccc(C(F)(F)F)cc3)ccc2O1	-6	0.1	-23	100*	65*	2.2	-1	-3
CCN(CC)c1ccc(/C=N/NC(=O)c2c(-c3ccccc3)noc2C)cc1	-1	·	2	16	13	5.6	0	3
COc1cccc2c(=O)cn[nH]c12	-4	0.1	15	-6	·	·	·	·
CCCS(=O)(=O)c1nc(S(=O)(=O)c2ccc(C)cc2)c(NCc2ccccn2)s1	-17	0.2	-2	13	2	-0.9	-3	-1
Cc1ccc(OCCn2c(=S)[nH]c3ccccc32)c(C(C)C)c1	-5	0.0	7	36	26	-5.9	1	-9
CCOC(=O)c1c(NC(=O)CN2CCN(S(=O)(=O)c3cc(Cl)ccc3Cl)CC2)sc(C(=O)N(C)C)c1C	·	-0.4	4	?	5	-1.0	2	3
CN(C)c1ccc(S(=O)(=O)N2CCCCC2)cc1NC(=O)C1=COCCO1	45	0.1	0	-6	2	0.3	0	?
Cc1cccc(C(=O)N(Cc2ccco2)c2c(N)n(Cc3ccccc3)c(=O)[nH]c2=O)c1	21	1.6	-1	13	-2	28*	1	-7
COc1ccc(C2=NOC3(CC(=O)N(c4ccc5ccccc5c4)C3=O)C2)c(OC)c1 (stereo not drawn)	2	·	-7	·	16	0.3	-3	4
OC[C@@H]1[C@@H](c2ccc(C#CC3CC3)cc2)[C@@H]2CN(CCC(F)(F)F)CCCCN12	·	·	7	7	-2	-1.1	8	5
COCC(=O)Nc1ccc2c(c1)C(=O)N(C)C[C@@H](OC)[C@@H](C)CN(CCC(F)(F)F)[C@@H](C)CO2	-17	0.0	-7	13	-4	-0.6	0	2
NS(=O)(=O)c1ccc(CCNC(=O)c2ccc(=O)[nH]c2)cc1	-1	0.0	-5	-10	-7	1.6	-5	-4
Fc1cccc(CN2CCC(Cc3ccccc3)CC2)c1	8	0.1	-6	-5	8	0.9	-1	0
Cc1noc(C)c1NC(=O)N1C[C@H](O)COC[C@H]2O[C@@H](CC(=O)NCC3CCCCC3)CC[C@@H]21	8&8	0.1&-0.3	14	1&-10	-2&-9	1.5&-0.8	-6&0	-4&-6
NC(=O)c1cccc2c1C(=O)N(C1CCCCC1)C2	33	-0.1	-1	-12	10	2.5	1	0
CCCS(=O)(=O)N1CCCC(c2nc(-c3ccc(OC)cc3)no2)C1 (stereo not drawn)	-18	·	2	·	-5	0.4	0	-8
Cc1cccc(OCCC(=O)Nc2ccc(C)c(S(=O)(=O)N3CCCCC3)c2)c1	-68	1.2	-7	9	-20	·	0	-7
O=C(O/N=C/c1ccc2c(c1)OCO2)c1ccc([N+](=O)[O-])cc1	13	0.0	4	-9	-2	-2.6	2	1
Cc1cc(C)n2nc(SCC(=O)N/N=C/c3cccc(Br)c3)nc2n1	20	·	-21	·	-17	0.2	5	0
CC(=O)C1=C(O)C(=O)N(c2ccc(O)cc2)C1c1ccc([N+](=O)[O-])cc1 (stereo not drawn)	6	0.1	-2	12	-6	3.1	-2	-3
Cc1nc2ccc(NC(=O)[C@@H](NC(=O)c3c(F)cccc3F)C(C)C)cc2s1	-15	0.0	-4	11	-4	0.1	-9	11
C=CCOC(=O)C(=O)/C=C/c1ccc2c(c1)Cc1ccccc1-2	·	0.3	-5	20	-6&7	0.7&3.3	1&-1	37*!
O=C(NC(=S)N1CCCc2ccccc21)c1ccc(Br)cc1	-31	-0.1	3	-14	·	·	·	·
CC(=O)c1ccc(NC(=O)C(C)n2nc(-c3ccccc3)c3cc(Cl)ccc32)cc1 (stereo not drawn)	-3	-0.1	-3	16	1	-1.3	8	-12
C=CCS(=O)(=O)N1CCC(CCOc2ccccc2)(C(=O)OCC)CC1	-10	-0.1	2	4	1	-1.8	2	3
COc1ccc(C2=NN(C(=O)CCC(=O)O)C(c3cccs3)C2)cc1OC (stereo not drawn)	39	0.0	-2	5	0	-0.6	4	-3
COc1ccc(S(=O)(=O)Nc2ccc3c(c2)C(=O)N([C@@H](C)CO)C[C@@H](C)[C@H](CN(C)S(=O)(=O)c2ccc(C)cc2)OCCCC[C@H](C)O3)cc1	5	0.0	-1	-2	7	0.5	-4	-1
C[C@H]1CN([C@@H](C)CO)C(=O)CCCn2nncc2CO[C@H]1CN(C)S(=O)(=O)c1ccc(-n2cccn2)cc1	·	-0.1	15	-18&-10	-7&-7	-0.8&-5.5	1&3	0&9
O=C(NC(C(=O)O)c1ccccc1)c1ccccc1 (stereo not drawn)	19	-0.1	-25	-11	-6	2.7	7	-4
O=C(CSCC(=O)NC1CCCC1)Nc1ccccc1	3	0.1	-2	-2	-3	·	9	-4
C[C@H](CO)N1C[C@H](C)[C@@H](CN(C)S(=O)(=O)c2cccs2)Oc2ccc(NC(=O)CCCCCC(=O)Nc3ccccc3N)cc2C1=O	7	0.1	-4	·	-13	-1.2	-1	25*
O=C(CC1CC1)N1[C@@H](CO)[C@@H](c2ccccc2)C12CN(Cc1cc(F)ccc1F)C2	-1	0.0	·	·	-5	3.8	3	-10
Cc1noc(C)c1S(=O)(=O)N(C)C[C@@H]1Oc2c(NC(=O)C3CCCCC3)cccc2C(=O)N([C@@H](C)CO)C[C@@H]1C	23	-0.9	0	·	3	2.6	1	8
COc1cc(NC(=O)C2=C(N3CCOCC3)/C(=C/c3ccc(Cl)cc3)CC2)cc(OC)c1OC	·	0.0	0	-6	-6	·	1	7
COc1ccc(-c2nc(C(=O)NCCCN3CCOCC3)cc3c2[nH]c2ccccc23)cc1OC	-2	·	9	·	6	3.5	0	3
CCCC(=O)Nc1nc2ccc(NC(=O)c3cccnc3)cc2s1	13	·	-9	·	35	5.7	4	·
